Source: PubChem
D2 PAM = D2 dopamine receptor (human) potentiation. HEK293 T-REx D2, calcium flux, EC20 dopamine potentiation. potentiation, % at 10 µM. 340,000 compounds, 0.34% hits;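 active = potentiation over 3 SD above the plate norm, cut at about 30% in these data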; also: 0% is about no effect
Target sequence (P14416 whole entry, looked up): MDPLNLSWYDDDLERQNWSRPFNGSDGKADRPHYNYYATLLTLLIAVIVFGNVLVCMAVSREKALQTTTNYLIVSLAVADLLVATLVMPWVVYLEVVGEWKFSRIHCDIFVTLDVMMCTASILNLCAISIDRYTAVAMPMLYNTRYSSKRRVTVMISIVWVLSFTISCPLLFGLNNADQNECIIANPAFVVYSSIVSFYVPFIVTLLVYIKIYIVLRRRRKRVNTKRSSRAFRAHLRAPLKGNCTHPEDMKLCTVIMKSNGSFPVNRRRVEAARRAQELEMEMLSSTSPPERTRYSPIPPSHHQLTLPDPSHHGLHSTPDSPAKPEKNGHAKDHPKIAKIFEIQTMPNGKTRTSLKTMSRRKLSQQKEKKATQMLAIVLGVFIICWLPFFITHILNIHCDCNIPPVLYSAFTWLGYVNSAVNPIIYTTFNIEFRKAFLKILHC
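Tetracycline-induced Hek293 Trex D2 cells, force-coupled to calcium, loaded with no-wash calcium dye. Compound added with 180 s kinetic read for agonism, then EC20 dopamine and a further 180 s read for potentiation.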
LDHA block = blocks human lactate dehydrogenase A; purified LDHA, NADH/diaphorase-resazurin fluorescence; active compounds read low; 480,000 compounds, 0.15% hits; activity change, % (values are at about 110 or 230 µM); P00338; in the data active = activity change below about -30%; inconclusive = mostly about -25% to -30%;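 also: plate controls were DMSO wells for no effect and wells without enzyme for full effect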
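LDH5 2 nM; NADH 0.06 mM, pyruvate 0.2 mM; 200 mM Tris pH 7.4, EDTA, Tween-20; 5 min RT. Detection: diaphorase 0.133 mg/mL + resazurin 37 µM, fluorescence ex540/em590 at 0 and 20 min; normalized to enzyme-free and DMSO wells.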
Vif-A3F inh = Vif-A3F binding inhibition | 390,000 compounds, 0.2% hits | Potency, µM (top dose mostly 46.1 µM), without a hit: top-dose activity, negative = active | HeLa A3F-eYFP + Vif (tagged APOBEC3F with the HIV-1 protein that degrades it), YFP fluorescence increase; also: potency is read from the fitted curve at half-maximal effect; % of control where 0% means no effect; nearly all actives have a fitted effect of over 65% in size
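HeLa cells stably expressing Vif plus C-terminally eYFP-tagged A3F were seeded, incubated overnight at 37 deg C, dosed with compound, incubated overnight again at 37 deg C. Yellow fluorescence (Ex 488/Em 500-530) reported blocked Vif-mediated A3F-eYFP degradation.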
D1 potentiator = human D1 dopamine receptor positive modulation | 360,000 compounds, 0.036% hits | HEK293 TREx D1 cells, calcium flux, dopamine EC20 potentiation | P21728 | potentiation, % at 10 µM; in the data active = potentiation above about 30%; also: 0% is about no effect
D1 antagonist = blocks dopamine activation of the human D1 receptor. HEK293 TREx D1 cells, calcium flux, dopamine EC80; active compounds read low. 360,000 compounds, 3.2% hits. P21728. AID 504652. activity change, negative = inhibition, % at 10 µM; in the data active = activity change below about -30%; also: % is scaled to controls: 0 for no effect and ±100 for the full control effect
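Tetracycline-induced HEK293 T-REx cells with force-coupled D1 receptor were loaded with a no-wash calcium dye. Compound was added after a 10 s baseline and read kinetically for 180 s; EC80 dopamine was then added and calcium flux followed another 180 s.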
Vif-APOBEC3G blk = inhibitors of Vif-APOBEC3G interaction; HeLa A3G-eYFP + Vif (tagged APOBEC3G with the HIV-1 protein that degrades it), YFP fluorescence, overnight; 410,000 compounds, 0.076% hits; Potency, µM (series often up to 46.1 µM), inactives show top-dose activity, negative = active, actives largely listed as inhibitors; Q9HC16;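 also: potency is read from the fitted curve at half-maximal effect; % is scaled to controls: 0 for no effect and ±100 for the full control effect; nearly all actives have a fitted effect of over 60% in size; hits raise eYFP signal because A3G escapes Vif-driven loss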
Target sequence (Q9HC16 whole entry, looked up): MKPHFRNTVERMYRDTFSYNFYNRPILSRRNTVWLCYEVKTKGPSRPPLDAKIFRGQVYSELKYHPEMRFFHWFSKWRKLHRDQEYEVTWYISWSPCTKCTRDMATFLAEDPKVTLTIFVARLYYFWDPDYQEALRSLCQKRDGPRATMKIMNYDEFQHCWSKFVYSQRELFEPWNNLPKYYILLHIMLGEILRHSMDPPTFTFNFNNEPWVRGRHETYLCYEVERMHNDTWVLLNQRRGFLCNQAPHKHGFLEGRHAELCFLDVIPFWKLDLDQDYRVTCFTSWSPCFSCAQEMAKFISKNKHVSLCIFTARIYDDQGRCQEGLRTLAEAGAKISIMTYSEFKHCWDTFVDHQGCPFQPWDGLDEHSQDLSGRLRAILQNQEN
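HeLa cells stably expressing Vif and C-terminally eYFP-tagged A3G, seeded overnight at 37 deg C, then exposed to compound by pintool overnight at 37 deg C. Rise in yellow fluorescence (Ex 488/Em 500-530, Acumen) marks blocked Vif-driven A3G degradation.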
Glioma ERSR ind = induces the endoplasmic reticulum stress response in human glioma cells; U87-MG GRP78 promoter luciferase reporter, 16 h; AID 602332; 420,000 compounds, 0.02% hits; Potency, µM, without a hit: at the top dose activation, usual class: activators; also: potency is read from the fitted curve at half-maximal effect; series mostly up to about 76 µM; % of control where 0% means no effect; nearly all actives have a fitted effect of over 35% in size
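Stably transfected U87-MG glioma cells carrying a GRP78-based luciferase sensor; 16 h compound incubation. Luminescence end-point read 10 min after Bright-Glo addition at room temperature.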
RXFP1 ag = RXFP1 (human) receptor agonism | Q9HBX9 | 370,000 compounds, 0.3% hits | HEK293T-RXFP1 cAMP TR-FRET, 30 min; response scale: percent of porcine relaxin response, buffer zero | Potency, µM (titrated, usually from 57.5 µM), for inactives: top-dose activation, actives largely listed as activators; also: potency is read from the fitted curve at half-maximal effect; % is scaled to controls: 0 for no effect and ±100 for the full control effect; nearly all actives have a fitted effect of over 60% in size; many of its hits are not listed in these tables
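cAMP rise read by TR-FRET after 30 min, 37C compound exposure (up to 58 uM) in RXFP1-transfected HEK293 cells with Ro 20174 present. EC50 from Hill-equation fits, with 29 nM porcine relaxin as 100% and buffer as basal.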
D1 agonist = agonists of human D1 dopamine receptor. P21728. HEK293 T-REx D1 cells, calcium flux, agonist mode. activation, % at 2 µM. 360,000 compounds, 1% hits; in the data active = activation above about 30%; also: 0% is about no effect
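Tetracycline-induced HEK293 TREx D1 cells, force-coupled to calcium signalling, were dye-loaded with a no-wash calcium kit. Compound was pin-added after a 10 s baseline. Fluorescence was read kinetically at 1 cycle/s for 180 s, with calcium rises flagged as agonism.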
Active calls of the source: *; ? = inconclusive; . = not tested or not shown; & = joins results of further samples. Unless noted, calls follow the shape of the dose curve; as a rule, active = well fitted curve in the direction sought with a large enough effect; inconclusive = small, poorly fitted or top-dose-only effect, or another doubt; inactive = no such curve, though single readings can be large; an effect the other way counts as inactive or inconclusive.

Order of values: D2 PAM, LDHA block, Vif-A3F inh, D1 potentiator, D1 antagonist, Vif-APOBEC3G blk, Glioma ERSR ind, RXFP1 ag, D1 agonist
1	Cc1cc(NC(=O)C23CCC(C)(C(=O)O2)C3(C)C)no1 (stereo not drawn)
 : -3, -3, -10%, 24, -7, 1%, -4%, 1.2%, -3
2	Cc1cc(Cl)nc2c(C(C)C)cccc12
 : 5, -1, 1%, -6, -2, -2%, -5%, 3.0%, 1
3	Cc1ccc(C(=O)NNC(=O)c2ccc(S(=O)(=O)N(C)c3ccccc3)cc2)cc1
 : 5, -15, 1%, -7, -13, 2%, -3%, -1.3%, 4
4	Cc1cc(Nc2ccccc2N2CCOCC2)n2ncnc2n1
 : 1, -9, 2%, -1, -13, 6%, -3%, 0.6%, 2
5	CN(C)C(=O)c1cc([N+](=O)[O-])cc([N+](=O)[O-])c1N(C)C
 : 4, -8, -7%, -1, -5, 1%, 2%, 0.1%, 3
6	Cc1ccc(-c2nc(CNC(=O)Nc3ccccc3)c(C)o2)cc1
 : -6, 4&-9, -9%, -1, -1, 2%, -4%, -1.2%, 3
7	CC(C)(C)OC(=O)N1CCN(C(=O)c2[nH]cnc2C(=O)N[C@@H](Cc2ccccc2)C(=O)OCc2ccccc2)CC1
 : 6, 3, ?, 10, -19, 1%, ?, -2.7%, 4
8	O=C(NCC1CCCO1)c1cccc(NS(=O)(=O)c2ccccc2)c1 (stereo not drawn)
 : 1, -4, 10%, -8, -14, 3%, -5%, 0.0%, 2
9	O=C(NC(=S)Nc1ccccc1N1CCOCC1)c1ccc(-c2cc(Cl)ccc2Cl)o1
 : 4, -9, 6%, 18, 5, 0%, -6%, 0.4%, 1
10	Cc1cc2nn(-c3ccc(F)cc3)nc2cc1NC(=O)c1cccc([N+](=O)[O-])c1C
 : -6, -2, -3%, -3, 2, -3%, 5%, 1.3%, 0
11	CCc1noc(C)c1C(=O)N1CCN(S(=O)(=O)c2ccc(Cl)s2)CC1
 : -1, -4, 4%, -3, -7, 1%, -1%, 1.8%, 1
12	CCN(CC)c1ccc(/C=N/NC(=O)c2cnccn2)cc1
 : 10, 3, -5%, ., 4, ?, -2%, -2.2%, 1
13	CCn1c(C)c(C)c2cc(C(=O)N3CCCC3)ccc21
 : 10, 3, -8%, 10, 9, -1%, -5%, -1.0%, 1
14	Cc1ccccc1Nc1ncnc2c1cnn2-c1ccccc1
 : 3, -4, 0%, -11, -20, -2%, 4%, 1.6%, 1
15	Cc1cc(C(=O)CSc2nnc(C3COc4ccccc4O3)n2C)c(C)n1-c1ccc(F)cc1 (stereo not drawn)
 : -1, -2, ., -2, 3, -1%, -2%, 2.5%, 4
16	COc1ccc(S(=O)(=O)N(C)C[C@H]2OCc3cn(nn3)CCCC(=O)N([C@H](C)CO)C[C@@H]2C)cc1
 : ., -2, 2%, ., ., 0%, -3%, ., .
17	Cc1cc(-c2ccccc2)nc2cc(C(=O)N(Cc3ccccc3)Cc3ccccc3)nn12
 : 4, 2, -1%, 3, 14, 0%, -4%, 1.0%, 1
18	Cn1c(CN2CCCCC2)nc2cc(NS(=O)(=O)c3ccc(F)cc3)ccc21
 : -19, -5, -20%, -1, 2, -6%, -2%, 1.4%, 16
19	CN(C)N1C(=O)c2c(Cl)c(Cl)c(Cl)c(Cl)c2C1=O
 : ., -6, -8%, ., ., 2%, 0%, ., .
20	O=C(CSc1oc(-c2ccc(F)cc2)nc1S(=O)(=O)c1ccc(F)cc1)NCC1CCCO1 (stereo not drawn)
 : 4, -7, 8%, -2, 10, 0%, -4%, 1.1%, 1

Next section (6 carried over from the part before).
Order of values: D2 PAM, LDHA block, Vif-A3F inh, D1 potentiator, D1 antagonist, Vif-APOBEC3G blk, Glioma ERSR ind, RXFP1 ag, D1 agonist
15	Cc1cc(C(=O)CSc2nnc(C3COc4ccccc4O3)n2C)c(C)n1-c1ccc(F)cc1 (stereo not drawn)
 : -1, -2, ., -2, 3, -1%, -2%, 2.5%, 4
16	COc1ccc(S(=O)(=O)N(C)C[C@H]2OCc3cn(nn3)CCCC(=O)N([C@H](C)CO)C[C@@H]2C)cc1
 : ., -2, 2%, ., ., 0%, -3%, ., .
17	Cc1cc(-c2ccccc2)nc2cc(C(=O)N(Cc3ccccc3)Cc3ccccc3)nn12
 : 4, 2, -1%, 3, 14, 0%, -4%, 1.0%, 1
18	Cn1c(CN2CCCCC2)nc2cc(NS(=O)(=O)c3ccc(F)cc3)ccc21
 : -19, -5, -20%, -1, 2, -6%, -2%, 1.4%, 16
19	CN(C)N1C(=O)c2c(Cl)c(Cl)c(Cl)c(Cl)c2C1=O
 : ., -6, -8%, ., ., 2%, 0%, ., .
20	O=C(CSc1oc(-c2ccc(F)cc2)nc1S(=O)(=O)c1ccc(F)cc1)NCC1CCCO1 (stereo not drawn)
 : 4, -7, 8%, -2, 10, 0%, -4%, 1.1%, 1
21	CCC(Sc1nc2n[nH]c(C)c2c(=N)n1-c1ccc(C)c(Cl)c1)C(=O)N1CCOCC1 (stereo not drawn)
 : 12, -3, 0%, 1, 3, -11%, -6%, 0.4%, 3
22	C[C@H](CO)N1C[C@H](C)[C@@H](CN(C)Cc2ccc(-c3ccccc3)cc2)Oc2c(NC(=O)Nc3ccc4c(c3)OCO4)cccc2C1=O
 : ., 4, -2%, ., ., -1%, 4%, ., .
23	Cc1ccc(CN(C)C(=O)c2cccc(S(=O)(=O)N3CCN(c4ccccc4)CC3)c2)cc1
 : ., 6, 4%, ., ., 2%, -2%, ., .
24	COc1ccc(CCNC(=O)c2ccc3c(c2)N(Cc2cccc(Cl)c2)C(=O)CS3)cc1OC
 : 15, 2, 0%, -1, -10, -1%, -2%, 0.0%, 8
25	CCCC(=O)c1c[nH]c(C(=O)NCCc2ccccn2)c1
 : 19, -2, 0%, 3, 6, 1%, 3%, 0.0%, 1
26	Cc1cc(C)c(-c2c(N)cc(Br)cc2Br)c(N)c1
 : ., -5, ?, ., ., ?, -3%, ., .
27	Cc1ccc(Cl)cc1NC(=O)c1ccc(-c2nc(CSc3ccccc3)c(C)o2)cc1
 : 5, 0, -2%, -1, -5, -3%, -4%, 1.4%, 10
28	CCOc1ccc(NC(=NCc2ccc3c(c2)OCO3)SC2CC(=O)N(c3ccc(OCC)cc3)C2=O)cc1 (stereo not drawn)
 : 1, -9, 0%, -5, -9, -9%, -2%, 3.0%, 0
29	COCCNC(=O)CCCCCN1C(=O)CCC1=O
 : 16, 3, -1%, -7, 10, -6%, -3%, 0.2%, 9
30	CCCS(=O)(=O)c1nc(S(=O)(=O)c2ccc(C)cc2)c(NCCCN2CCOCC2)s1
 : -3, -2, 9%, -5, -32*, 0%, -3%, 8.0%, 0
31	CC(C)C(=O)Nc1cccc(NC(=S)NC(=O)c2ccccc2Cl)c1
 : -2, -1, 5%, -6, 3, -2%, 1%, 0.9%, 8
32	Cc1cc(C)n2c(=O)[nH]nc2c1
 : ., 5, -5%, ., ., 3%, 2%, ., .
33	Cc1ccccc1OCC(=O)Nc1ccc2nc(SCC(=O)N3CCCC3)sc2c1
 : 1, -1, -3%, -2, -3, -12%, -8%, 2.9%, 3
34	CCOC(=O)NC(=O)/C(C#N)=N/Nc1c(F)cccc1F
 : -5, -10, 6%, -6, -10, -1%, -2%, -1.3%, 2
35	CCOC(=O)c1c(C)c2c(=O)[nH]cnc2n1-c1ccccc1
 : -5, -9, 8%, 1, -11, 2%, -7%, 1.6%, 2
36	COC(=O)c1ccc(CN2C(=O)NC3(CCCCC3)C2=O)cc1
 : -4, -9, 0%, 2, 5, 2%, 7%, 5.1%, 0
37	OCC1(CCOc2ccccc2)CCN(Cc2cc(Cl)ccc2O)CC1
 : 16, 5, -3%, -10, -16, 0%, -3%, 1.4%, 14
38	CCOc1ccc(C2C(C(=O)Nc3ccccc3C)=C(C)Nc3nnnn32)cc1 (stereo not drawn)
 : 6, -16, -5%, -1, 11, 3%, -3%, 19%, -1
39	CC(C)c1ccc(NC(=O)C2CCCCN2S(=O)(=O)c2ccccc2)cc1 (stereo not drawn)
 : ., -6, -3%, -9, -21, 1%, 4%, 2.3%, 11
40	CCC(C)c1ccc(S(=O)(=O)N2CCN(C(=O)c3ccc(Cl)c(S(=O)(=O)N4CCOCC4)c3)CC2)cc1 (stereo not drawn)
 : ., -10, -2%, ., ., 2%, 1%, ., .
41	Cc1ccc(CSc2nnc([C@@H](N)C(C)C)o2)cc1
 : ., -1, 5%, -4, 14, -3%, -3%, 0.0%, 0
42	CCc1ccc([C@@H]2CC=C(C(=O)O)[C@H](c3ccccc3F)N2S(=O)(=O)c2ccc(C)cc2)cc1
 : 12, -4, -7%, 0, -10, -29%, -2%, 0.2%, 0
43	CC(C)OCCCNC(=O)C1CC(=O)N(CCc2ccccc2)C1 (stereo not drawn)
 : 27, -5, -7%, -4, -1, -1%, -2%, 3.4%, 1
44	CSc1nnc(-c2ccccc2Cl)o1
 : -7, -5, -4%, -1, -1, -8%, 1%, 0.8%, 1
45	COc1ccc(NC(=O)C(=O)NCc2ccco2)cc1
 : 1, -4, -6%, -2, 2, -4%, 0%, -1.1%, -2
46	O=C(NCCCN1CCCC1=O)c1ccc(S(=O)(=O)Nc2ccccc2)cc1
 : 4, 1, 5%, -7, 4, 2%, -6%, 1.5%, -2
47	Cc1ccc(-c2nnc(Nc3ccccc3)o2)cc1
 : -9, -5, -9%, -1, -11, -5%, -13%, 2.5%, 2
48	C=CCN=C1CC(C)(C)CC(=O)/C1=C(\O)CCCN1C(=O)c2ccccc2C1=O
 : -2, -1, ?, -3, 9, -4%, -4%, 0.8%, 1
49	Cc1cc(C(=O)CN2C(=O)NC(C)(c3cc(F)ccc3F)C2=O)c(C)n1C1CC1 (stereo not drawn)
 : ., -10, -12%, ., ., 0%, -3%, ., .

A portion of the library; rates above refer to the full screens.
